Cneo AK release – Cryptococcus neoformans lysis via adenylate kinase release | C. neoformans lysis, adenylate kinase release luminescence, 4 h; normalised: neutral wells 0, clomiphene wells 100 | lysis activity, % at 15 µM | 0.2% of 360,000 active;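 active means mean lysis activity across replicates of at least 80%, whatever share of replicates individually reach that level; inactive means mean lysis activity below 80%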
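Test system: log-phase Cryptococcus neoformans yeast cells; Quantity: yeast cell density of 5 × 10^6 cells/mL; Buffer or medium: YPD; Doses: single compound concentration per well; Timing: 4 h at 37 °C static, read 1 h later; Measured by: AK luminescence; Read-out basis: lysis from increased AK signal; Control set: Clomiphene as positive control.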
esBAF inh – blocks esBAF chromatin remodeling in mouse ES cells; Bmi1-luciferase knock-in reporter, 24 h; 100% = twice the neutral-well signal; reporter increase, % at 12.5 µM; 2% of 350,000 active; AID 602393; in the data active means activation above about 40%; inconclusive means no clear call, values can overlap the other calls;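 further: 0% = median of the plate's neutral control wells and 100% = double that signal; a rise in the Bmi1 reporter signal indicates esBAF inhibition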
ARNT TACC3 PPI – ARNT/TACC3 interaction disruption. AlphaScreen His-ARNT PAS-B/GST-TACC3 binding, luminescence; TACC3 fragment carries E629A point mutation. 0.66% of 390,000 active. Q9Y6A5. inhibition, % at 9.99 µM. AID 623870;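 active means mean inhibition of replicates at least 50% and at least half of replicates each reaching 50%; inconclusive means half or more replicates reach 50% but mean below 50%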;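 further: 0% = complete ARNT plus TACC3 wells and 100% = ARNT alone without TACC3; many hits fall short of the cut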
C2C12 statin – protects C2C12 myotubes from simvastatin toxicity. AID 602340. rescue of ATP level, % at 7.49 µM. 0.78% of 330,000 active. ATP luminescence, 48 h; scaled: DMSO 0, geranylgeraniol control 100;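 active means mean ATP rescue above about 67%, or every replicate alone reaching that limit, limit read from the data, passing the limit was not always enough; inconclusive means no clear call, values can overlap the other calls; inactive means mean under the limit and some replicate under it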;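 further: myotubes were challenged with 10 µM simvastatin during compound exposure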
ERp5 inh – inhibitors of human ERp5; Q15084; ERp5 insulin aggregation, absorbance 650 nm, 90 min; inhibition, % at 9.99 µM; 0.05% of 350,000 active; AID 651711;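 active means mean replicate inhibition above about 25%, with every replicate also reaching it, limit read from the data, passing the limit was not always enough; inconclusive means only one of those two criteria met; inactive means neither criterion met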
Target sequence (Q15084 whole entry, looked up): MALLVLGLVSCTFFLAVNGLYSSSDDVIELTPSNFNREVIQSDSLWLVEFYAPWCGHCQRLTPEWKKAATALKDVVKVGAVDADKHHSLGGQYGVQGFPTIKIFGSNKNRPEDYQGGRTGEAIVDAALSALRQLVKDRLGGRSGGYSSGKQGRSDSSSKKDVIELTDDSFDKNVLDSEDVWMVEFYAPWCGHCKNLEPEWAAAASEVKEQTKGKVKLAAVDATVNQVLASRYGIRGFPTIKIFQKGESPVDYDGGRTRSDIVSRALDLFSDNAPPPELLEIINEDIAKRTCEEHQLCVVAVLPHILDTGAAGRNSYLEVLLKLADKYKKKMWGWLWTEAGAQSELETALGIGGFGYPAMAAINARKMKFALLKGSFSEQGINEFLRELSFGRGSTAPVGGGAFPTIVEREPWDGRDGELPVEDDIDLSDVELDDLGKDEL
SIRT5 inh – blocks human SIRT5 desuccinylation of peptide; inhibition, % at 15 µM; Purified SirT5, succinyl-peptide AMC, trypsin-coupled fluorescence; 1.1% of 330,000 active; Q9NXA8; AID 652115; in the data active means inhibition above about 15%; inconclusive means no clear call, values can overlap the other calls
Target sequence (Q9NXA8 whole entry, looked up): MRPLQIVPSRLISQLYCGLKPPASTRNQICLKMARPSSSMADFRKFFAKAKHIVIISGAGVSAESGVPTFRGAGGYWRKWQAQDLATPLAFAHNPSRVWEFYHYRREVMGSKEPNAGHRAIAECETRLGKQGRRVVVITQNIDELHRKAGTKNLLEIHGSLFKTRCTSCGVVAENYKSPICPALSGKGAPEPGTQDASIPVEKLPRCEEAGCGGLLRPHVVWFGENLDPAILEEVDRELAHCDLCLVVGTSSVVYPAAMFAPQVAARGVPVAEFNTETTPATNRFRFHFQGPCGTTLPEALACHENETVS
miR122 inh – blocks miR-122 activity in Huh7 sensor cells; activation (reporter increase), % at 12.5 µM; Huh7 miR-122 Renilla luciferase sensor, 48 h; neutral wells = 0, positive control = 100; 0.3% of 340,000 active;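 active means mean replicate activation score at least 90 and every replicate individually at or above 90; inconclusive means only one of the two criteria met; inactive means neither criterion met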;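 further: higher luciferase means less miR-122 activity so hits act as miR-122 inhibitors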
The depositor's hits bear a star; ? = inconclusive; nt = no result given; [ ] = remark or other dose. Not a hit list; any-hit rate near 4%.

SMILES | Cneo AK release | esBAF inh | ARNT TACC3 PPI | C2C12 statin | ERp5 inh | SIRT5 inh | miR122 inh
Cn1c(Cl)c(/C=N/OC(=O)c2ccccc2Cl)c2ccccc21 | -1 | 7 | -7 | 8 | nt | nt | -2
COc1nnc(-c2ccc(N3CCOCC3)c(NC(=O)c3ccccc3)c2)c2ccccc12 | 0 | 12 | -2 | -11 | nt | nt | -45
Cc1ccc(S(=O)(=O)N2CC[C@@H]3[C@H](CO)Nc4ccc(-c5ccccc5F)cc4[C@@H]32)cc1 | 90* | -11 | 2 | 1 | 2 | 7 | 62[16.7 µM]
CC(C)OC(=O)Cn1cnc2ccc(Br)cc2c1=O | 0 | 23 | -8 | -2 | nt | nt | -17
COc1ccccc1OCc1cc(C(=O)N2CCN(C)C(c3ccccc3)C2)no1 (stereo unspecified) | 0 | nt | 1 | nt | -6 | -2 | -1
COc1ccc(C(=O)/C=C/Nc2c(C)n(C)n(-c3ccccc3)c2=O)c(OC)c1 | nt | nt | -1 | nt | 1 | -2 | nt
COc1cc(C2c3cc4c(cc3OC(NCCc3ccccc3)C2C)OCO4)cc(OC)c1OC (stereo unspecified) | nt | nt | 5 | nt | 5 | -6 | 75
COc1cc(Cl)c(C)cc1NC(=O)c1ccccc1-n1cnnn1 | 1 | nt | -7 | 7 | -2 | -1 | 10
CCN(CC)S(=O)(=O)c1ccc(NC(=O)C2CCCO2)cc1 (stereo unspecified) | -2 | -5 | 33 | -3 | -4 | -6 | -2
COc1ccc(CN2CCCCCC2)cc1 | 0 | -1 | -5 | 2 | 0 | -1 | -11
O=S(=O)(Nc1ccc2c(c1)OCCO2)c1ccc(F)cc1 | -3 | 8 | -2 | 14 | nt | nt | 85
C/C(=N\NC(=O)CN1CCN(Cc2ccccc2)CC1)c1cccs1 | nt | 9 | -4 | 11 | -2 | -1 | nt
O=C(COC(=O)C1COc2ccccc2O1)Nc1ccccc1OC(F)F (stereo unspecified) | 3 | -5 | -4 | 1 | 0 | -7 | 11
CC(=O)C1=C(O)C(=O)N(c2ccc(C(=O)O)cc2)C1c1ccc([N+](=O)[O-])cc1 (stereo unspecified) | 0 | -4 | -4 | 9 | -1 | 3 | nt
O=C(Nc1ccc(N2CCOCC2)cc1)c1csc([C@@H]2O[C@H](CO)[C@H](O)[C@H](O)[C@H]2O)n1 | -2 | -5 | nt | 5 | 2 | nt | 6
O=S(=O)(c1ccc(F)cc1)N1CCC(N2CCCC2)CC1 | 1 | 1 | -2 | 6 | nt | nt | -1
C/C(=N\NC(=O)c1ccc(COc2ccccc2)cc1)c1ccncc1 | nt | nt | -2 | nt | 0 | -2 | nt
CCNC(=O)C[C@H]1CC[C@H]2[C@@H](COc3ccc(NC(=O)Nc4cccc(C#N)c4)cc3C(=O)N2C)O1 | -3 | -4 | -8 | -2 | -2 | -2 | -8[16.7 µM]
Cc1ccc(C)c(N2C(=O)C3C4C=CC(CC4)C3C2=O)c1 (stereo unspecified) | 0 | -4 | -7 | 4 | -1 | 3 | -1
CN(Cc1ccccc1)C(=O)c1ccc(NC(=O)Cc2ccc(NC(=O)C3CCCN(S(=O)(=O)c4cccc([N+](=O)[O-])c4)C3)cc2)cc1 (stereo unspecified) | -3 | 12 | -1 | -8 | 3 | -4 | nt

Brought forward from above: 3 entries; new compounds follow.
SMILES | Cneo AK release | esBAF inh | ARNT TACC3 PPI | C2C12 statin | ERp5 inh | SIRT5 inh | miR122 inh
CCNC(=O)C[C@H]1CC[C@H]2[C@@H](COc3ccc(NC(=O)Nc4cccc(C#N)c4)cc3C(=O)N2C)O1 | -3 | -4 | -8 | -2 | -2 | -2 | -8[16.7 µM]
Cc1ccc(C)c(N2C(=O)C3C4C=CC(CC4)C3C2=O)c1 (stereo unspecified) | 0 | -4 | -7 | 4 | -1 | 3 | -1
CN(Cc1ccccc1)C(=O)c1ccc(NC(=O)Cc2ccc(NC(=O)C3CCCN(S(=O)(=O)c4cccc([N+](=O)[O-])c4)C3)cc2)cc1 (stereo unspecified) | -3 | 12 | -1 | -8 | 3 | -4 | nt
CC(C)CCN(C(=O)CCSc1ccc(F)cc1)c1c(N)n(Cc2ccccc2)c(=O)[nH]c1=O | 1 | 1 | nt | -13 | 0 | -3 | -2
Cc1nnc(SCC(=O)Nc2ncc(Cc3ccc(F)cc3)s2)n1N | -2 | 11 | -6 | nt | nt | nt | -1
CC1S/C(=N/N=C/c2cccs2)NC1=O (stereo unspecified) | -2 | nt | 1 | nt | nt | nt | 4
Cc1sc2nc(C(C)Nc3ccccc3N3CCOCC3)[nH]c(=O)c2c1C (stereo unspecified) | 1 | nt | 3 | nt | nt | nt | 1
O=S(=O)(NCc1cccnc1)c1cccc2cccnc12 | 0 | 2 | -7 | 0 | 6 | -3 | 3
Cc1ccc(CSCCC(=O)NCCc2ccc(Cl)cc2)cc1 | 2 | nt | 0 | nt | nt | nt | -5
C[C@H]1CN([C@@H](C)CO)C(=O)c2cc(-c3ccccc3F)cnc2O[C@H]1CN(C)Cc1ccc(F)cc1 | -6 | -8 | nt | -36 | 8 | 1 | -8[16.7 µM]
CCCN1CCC(NC(=O)CC2C(=O)NCCN2Cc2ccccc2C)CC1 (stereo unspecified) | 5 | nt | nt | nt | 15 | 1 | 6
C[C@@H]1CCCCO[C@@H](CN(C)C(=O)CCCN(C)C)[C@H](C)CN([C@@H](C)CO)C(=O)c2cc(NS(=O)(=O)c3ccc(Cl)cc3)ccc2O1 | -6 | 8 | -3 | nt | -7 | -7 | 9[16.7 µM]
O=C(C[C@@H]1CC[C@@H]2[C@H](COC[C@@H](O)CN2Cc2ccncc2)O1)NCc1ccncc1 | 1 | -9 | 13 | 9 | -1 | -5 | 3[16.7 µM]
Cn1c(=O)oc2cc(S(=O)(=O)NCCC(=O)N3CCN(c4ccccc4)CC3)ccc21 | -3 | 2 | -7 | 8 | 2 | 4 | nt
CN1C(=O)c2cc(NC(=O)c3cccs3)ccc2OC[C@@H]2O[C@@H](CC(=O)N3CCOCC3)CC[C@@H]21 | 1 | 2 | -2 | -10 | -9 | 2 | 9[16.7 µM]
COc1cccc(NC(=O)N2C[C@@H](O)COC[C@H]3O[C@@H](CC(=O)NCc4ccccc4F)CC[C@@H]32)c1 | 0 | -1 | 2 | -5 | -2 | 0 | 2[16.7 µM]
C[C@H](CO)N1C[C@H](C)[C@H](CN(C)S(=O)(=O)c2cn(C)cn2)Oc2c(NS(C)(=O)=O)cccc2C1=O | 2 | -17 | -14 | ? | -2 | 3 | 17[16.7 µM]
COc1cccc(C(=O)Nc2ccc3c(c2)C(=O)N(C)C[C@@H](OC)[C@@H](C)CN(CCc2ccccc2)[C@H](C)CO3)c1 | -2 | 4 | -2 | 47 | -4 | 11 | nt
Cc1ccccc1-c1n[nH]c(=S)o1 | -2 | 0 | 6 | 7 | nt | nt | 0
C=CCn1c(CCCOc2ccc(Cl)cc2Cl)nnc1SCC(=O)Nc1nccs1 | -1 | -8 | -8 | 29 | nt | nt | -4
COc1ccccc1CNC(=O)C[C@@H]1C=C[C@H](NC(C)=O)[C@@H](CO)O1 | -1 | -3 | -3 | -1 | 3 | 1 | nt
Cc1nnc(NC2(C(F)(F)F)C(=O)Nc3c2c(=O)n(C)c(=O)n3C)s1 (stereo unspecified) | -2 | 6 | -6 | nt | nt | nt | 3
CC1CC(O)C(C)CN1 (stereo unspecified) | 0 | -6 | -4 | 5 | 0 | -2 | -4
CN1C(=O)c2cc(NC(=O)c3ccc(F)c(F)c3)ccc2OC[C@H]2O[C@H](CC(=O)N[C@H]3CCN(Cc4ccccc4)C3)CC[C@H]21 | 0 | -3 | 3 | 22 | 0 | 5 | nt
CC(C)NC(=O)N(C)C[C@@H]1Oc2ccc(NC(=O)Cc3ccccc3)cc2CC(=O)N([C@H](C)CO)C[C@H]1C | -3 | 1 | -3 | -7 | 0 | -1 | -5[16.7 µM]
CO[C@@H]1CN(C)C(=O)c2ccc(NS(=O)(=O)c3ccc(C)cc3)cc2OC[C@@H](C)N(C(=O)NC(C)C)C[C@@H]1C | nt | 3 | nt | -3 | nt | nt | 3[16.7 µM]
COc1ccccc1C(=O)Nc1ccc(Br)c2cccnc12 | 2 | 8 | -3 | 6 | 4 | -2 | -2
CCn1c(SCc2nc3sc(C(=O)O)c(C)c3c(=O)[nH]2)nnc1-c1ccc(Cl)cc1 | nt | nt | 0 | nt | -1 | 3 | nt
O=C(C[C@@H]1C[C@H]2c3cc(NC(=O)C4CCOCC4)ccc3O[C@H]2[C@@H](CO)O1)NCc1cc(F)ccc1F | -6 | -2 | 2 | 1 | 4 | -3 | -4[16.7 µM]
C[C@H]1CN([C@@H](C)CO)C(=O)c2cccc(NC(=O)C3CCCCC3)c2O[C@@H]1CN(C)S(=O)(=O)c1ccc(Cl)cc1 | -1 | -1 | nt | 119* | 4 | nt | 9[16.7 µM]
Cc1cc(S(=O)(=O)N2CCOCC2)ccc1NC(=O)c1ccc(F)cc1 | 2 | -4 | 2 | -6 | -2 | -2 | nt
CC(C)CCNCC(O)CON=C1c2ccccc2-c2ccccc21 (stereo unspecified) | nt | nt | 10 | nt | 3 | -1 | nt
CCCC(=O)N(CCN(C(=O)CCC)c1ccccc1)c1ccccc1 | 7 | 6 | 1 | nt | nt | nt | 3
Cc1ccc(NC(=O)c2nc[nH]c2C(=O)NCC(=O)OC(C)(C)C)cc1 | 1 | -4 | -13 | 2 | -2 | -1 | 2
Clc1ccc(CN2CCN(/N=C/c3cccnc3)CC2)cc1 | nt | nt | 4 | nt | 4 | -1 | nt
Cn1cnc(S(=O)(=O)N2CC[C@@H]3[C@@H](CO)Nc4ccc(-c5ccccc5F)cc4[C@@H]32)c1 | -20 | 7 | 26 | 11 | nt | nt | -5[16.7 µM]
C[C@H](CO)N1C[C@H](C)[C@H](CN(C)C(=O)Nc2ccc3c(c2)OCO3)Oc2ncc(-c3cc4ccccc4o3)cc2C1=O | -5 | 3 | 21 | -23 | 1 | 4 | -26[16.7 µM]
COCC(=O)N(C)C[C@@H]1Oc2ncc(-c3ccc(C#N)cc3)cc2C(=O)N([C@@H](C)CO)C[C@H]1C | -7 | -5 | -15 | 24 | 0 | -4 | 2[16.7 µM]
O=C(Nc1ccc2c(c1)C(=O)OC2)c1ccc(Cl)cc1 | 3 | 27 | nt | -2 | 1 | -13 | -9
CCN1C(=O)[C@H]2[C@@H](c3ccc(-c4ccc(OC)cc4)cc3)N[C@@](Cc3ccccc3)(C(=O)OC)[C@H]2C1=O | -1 | 23 | -1 | 14 | 1 | -5 | -3
NNC(=O)CS(=O)(=O)CS(=O)(=O)CC(=O)NN | nt | nt | -5 | nt | 3 | -2 | nt
O=S(=O)(NCCSc1ccccn1)c1ccc(Br)cc1 | 0 | 2 | -17 | 13 | 2 | -1 | 6
CCOc1ccc(Nc2cc(C)nc3nc(C)nn23)cc1 | -2 | 3 | 3 | 4 | 4 | nt | 2
CCc1nc2ccccc2c(=O)n1NC(=O)c1c(O)c2cccc3c2n(c1=O)CCC3 | 4 | 5 | 1 | -4 | nt | nt | -8
NC(=O)NC(=O)COC(=O)[C@H](Cc1ccccc1)NC(=O)c1cccs1 | 1 | -1 | -1 | 14 | -1 | -1 | -1
Cn1c(=O)[nH]c(=O)c2c1nc1n2CCN1Cc1ccccc1 | 0 | 2 | 0 | -17 | nt | nt | 1
CC(=O)c1ccc(NC(=O)C2CCCN2S(=O)(=O)c2ccc(F)cc2)cc1 (stereo unspecified) | -1 | -4 | -1 | 15 | 9 | nt | 4
Cc1ccc(CNC(=O)CCC2CCCN(Cc3cccc4c3OCO4)C2)o1 (stereo unspecified) | 0 | nt | 5 | nt | 5 | -5 | -4
COc1ccc(-c2nc(C#N)c(NCCc3ccccc3)o2)cc1 | nt | nt | -1 | nt | 0 | -2 | nt
CC1CCN(CCCNC(=O)C2CCC(CNS(=O)(=O)c3cccc4nsnc34)CC2)CC1 (stereo unspecified) | 0 | 1 | -5 | -1 | 3 | -1 | 5

Assay outcomes (PubChem BioAssay)
